# DRD3 antagonist: antagonists of human D3 dopamine receptor; P35462; max response, negative = inhibition, %; D3R cells, DiscoveRx beta-arrestin luminescence, antagonist mode; hits give low values; AID 652054; 360,000 compounds, 2.5% hits; in the data active = max response below about -50%; inconclusive = no clear call, values can overlap the other calls; note: % is set by controls: 0 for no effect and ±100 for the full control effect; mostly tested at two doses, the higher about 12 µM
# Target sequence (P35462 whole entry, looked up): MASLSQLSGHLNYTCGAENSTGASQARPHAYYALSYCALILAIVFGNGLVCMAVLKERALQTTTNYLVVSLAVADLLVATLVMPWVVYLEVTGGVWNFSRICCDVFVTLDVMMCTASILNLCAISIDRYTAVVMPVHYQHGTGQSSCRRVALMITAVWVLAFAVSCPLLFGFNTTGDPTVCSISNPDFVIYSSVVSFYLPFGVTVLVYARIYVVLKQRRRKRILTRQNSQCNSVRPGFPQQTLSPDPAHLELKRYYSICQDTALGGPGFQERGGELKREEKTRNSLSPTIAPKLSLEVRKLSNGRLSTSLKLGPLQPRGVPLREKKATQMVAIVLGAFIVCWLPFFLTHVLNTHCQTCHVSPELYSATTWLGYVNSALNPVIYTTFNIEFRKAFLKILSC
#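 Cells plated overnight at 1500 cells/well, then exposed to library compounds with dopamine controls for 90 minutes at 37 degrees C. DiscoveRx reagent added for 30–60 minutes at room temperature; luminescence read, quantitative HTS format.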
# Akt phos inh: inhibitors of Akt phosphorylation | Neuro2A IGF-stimulated pAkt S473 HTRF, 20 min; hits give low values | activity change, % for hits at 50 µM | AID 651550 | 360,000 compounds, 0.32% hits; in the data active = activity change below about -80%; inconclusive = mostly about -51% to -80%; note: % is set by controls: 0 for no effect and ±100 for the full control effect
#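 Neuro2A cells (4,500/well, DMEM with 0.5% FBS) were treated with compound at a single 50 µM final concentration, stimulated with 6 nM IGF for 20 min at 37 °C, and lysed. Phospho-Akt Ser473 was read by HTRF as 665/615 ratio ×10^4.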
# MmCpn inh: M. maripaludis TRiC chaperonin inhibition. purified Mm-Cpn ATPase, ADP Transcreener TR-FRET. Potency, µM (top dose mostly 76.9 µM), for the others: at the highest dose activity, negative = inhibition, most hits filed as inhibitors. 330,000 compounds, 0.031% hits. AID 504842; note: potency is the fitted concentration of half-maximal effect; % is set by controls: 0 for no effect and ±100 for the full control effect; nearly all actives have a fitted effect of over 80% in size
#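 Inhibition of chaperonin ATP hydrolysis is measured as reduced ADP production, detected by competitive TR-FRET in which signal falls with ADP. Final enzyme 25 nM and ATP 10 uM, reacted 30 min at 37°C.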
# EPAC2 antag: blocks human EPAC2 exchange factor; Q8WZA2; EPAC2 GEF exchange of Rap1B-BODIPY-GDP, fluorescence; Potency, µM (titrated, usually from 114 µM), without a hit: at the top dose activity, negative = inhibition, usual class: inhibitors; 360,000 compounds, 0.18% hits; AID 720708; note: potency is the fitted concentration of half-maximal effect; % is set by controls: 0 for no effect and ±100 for the full control effect; nearly all actives have a fitted effect of over 45% in size; many of its hits are not listed in these tables
# CCT chaperon mod: cytosolic chaperonin activity modulation. purified chaperonin ATPase assay, HTRF ADP detection, 30 min. activity change, % (concentration not given with the values), hits read low. 360,000 compounds, 0.3% hits; in the data active = activity change below about -30%; note: % is set by controls: 0 for no effect and ±100 for the full control effect
#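 Nucleotide hydrolysis assay: TRiC at 20–40 nM final (set by batch activity) with 10 uM ATP, 30 min at 37 °C, in presence of 76 uM compound. Detection by competitive ADP HTRF, 30 min ambient.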
# DRD3 agonist: D3 dopamine receptor (human) agonism. 410,000 compounds, 0.58% hits. AID 652048. max activation, %. D3R DiscoveRx beta-arrestin cells, luminescence, 90 min; in the data active = max activation above about 30%; note: 0% is about no effect; mostly tested at two doses, the higher about 12 µM
#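 Agonist mode: compounds and dopamine controls were applied to plated cells for 90 min at 37 degrees C after an overnight attachment at 1500 cells/well. Luminescent read-out followed 30 - 60 minutes at room temperature with DiscoveRx detection reagent.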
# PTHR1 ag: PTHR1 (human) receptor agonism | Potency, µM (series often up to 115 µM), inactives show at the highest dose activation, most hits filed as activators | 410,000 compounds, 0.075% hits | Q03431 | AID 743266 | HEK293 GP2 PTHR1 cells, GloSensor cAMP luminescence, 1 h; note: potency is the fitted concentration of half-maximal effect; nearly all actives have a fitted effect of over 55% in size; some results filed as inactive show a strong effect at the top dose; inactives centre near -15; many of its hits are not listed in these tables
# Target sequence (Q03431 whole entry, looked up): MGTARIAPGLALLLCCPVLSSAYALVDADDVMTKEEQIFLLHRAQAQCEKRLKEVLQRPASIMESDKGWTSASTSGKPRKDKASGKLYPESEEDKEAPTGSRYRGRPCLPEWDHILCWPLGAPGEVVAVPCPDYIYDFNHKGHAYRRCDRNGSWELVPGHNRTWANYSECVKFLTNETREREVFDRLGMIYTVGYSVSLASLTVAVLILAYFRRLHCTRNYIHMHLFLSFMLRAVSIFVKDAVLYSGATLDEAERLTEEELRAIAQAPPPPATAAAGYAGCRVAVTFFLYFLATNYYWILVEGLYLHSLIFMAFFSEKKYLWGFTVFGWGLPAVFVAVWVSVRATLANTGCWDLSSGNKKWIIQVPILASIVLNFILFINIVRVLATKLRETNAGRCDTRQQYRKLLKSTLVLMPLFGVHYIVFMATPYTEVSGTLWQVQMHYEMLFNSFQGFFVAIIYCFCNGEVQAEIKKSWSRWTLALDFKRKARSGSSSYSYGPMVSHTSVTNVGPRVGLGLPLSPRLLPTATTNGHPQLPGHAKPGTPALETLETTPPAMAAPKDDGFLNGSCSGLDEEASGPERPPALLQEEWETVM
#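 HEK-293-derived GP2 cells expressing PTHR1 and a GloSensor cAMP reporter, 3,000/well, plated overnight, given luciferin plus IBMX (each 0.5 mM as added) for 1 h at 37 °C, then compound for 1 h at 37 °C. Luminescence was read after 15 min at room temperature.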
# EPAC2 ag: agonists of human EPAC2 (RAPGEF4); Q8WZA2; EPAC2 activation, biochemical qHTS; response scale: 100% = 6.5 mM cAMP response; Potency, µM (highest dose often 154 µM), inactives show at the top dose activation, usual class: activators; 360,000 compounds, 0.079% hits; note: potency is the fitted concentration of half-maximal effect; nearly all actives have a fitted effect of over 50% in size
#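 qHTS, titration series. 100 nM EPAC2 / 250 nM Rap1B-BODIPY-GDP / 50 uM GDP; RT; ex 480/em 540 nm, 5-min reads to 30 min. Norm. to 6.5 mM cAMP = activation.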
# * hit, by the source's call; i = inactive; u = inconclusive; x = no result given; [ ] = remark or other dose. Unless noted, calls come from the whole dose curve; as a rule, active = well fitted curve in the direction sought with a large enough effect; inconclusive = small, poorly fitted or top-dose-only effect, or another doubt; inactive = no such curve, though single readings can be large; an effect the other way counts as inactive or inconclusive. An excerpt; the hit share may differ from the screen's.
Structure | Akt phos inh | EPAC2 ag | DRD3 antagonist | MmCpn inh | EPAC2 antag | CCT chaperon mod | PTHR1 ag | DRD3 agonist
C#Cc1ccc(CN2CCCC(C(=O)Nc3ccccc3Oc3cccnc3)C2)cc1 (stereo not given) | i | 13% | -21 | 1% | u | -5.0 | -10% | -16
C=CCNC(=O)C1CCN(C(=O)c2ccc(-c3ccccc3)cc2)CC1 | i | 0% | -7 | 0% | -2% | 0.1 | i | 4
O=C(C=Cc1ccccc1F)c1ccccc1 | i | 12% | -26 | x | -14% | -1.9 | -49%[inhibitor] | 0
O=C(CN(C(=O)c1nsc(Cl)c1Cl)c1ccc(F)cc1)NC1CCCC1 | i | 5% | -3 | 0% | 8% | -1.5 | i | 3
O=C(N/C(=C/c1cccc([N+](=O)[O-])c1)C(=O)N1CCCCC1)c1cccs1 | i | -5% | -7 | -3% | -5% | -2.8 | i | 12
COc1cc(CN2CC(=O)N(c3cc(Cl)ccc3C)C2=S)cc(OC)c1OC | i | 2% | 25 | 0% | -24% | -0.2 | -8% | 2
CC1(C)CC(=O)C2=C(C1)N(CCN1CCOCC1)C1=C(C(=O)CC(C)(C)C1)C2c1ccc(Cl)c([N+](=O)[O-])c1 | i | -5% | -19 | 2% | 2% | -2.3 | -2% | -12
Cc1cc2nc(-c3ccccc3)c(Cc3cccc(Cl)c3)n2c(C)c1Br | i | 13% | -24 | x | -9% | 0.7 | -33%[inhibitor] | -10
O=C(O)C12CC3CC(C1)CC(n1ncc(N4CCN(c5ccccc5)CC4)c(Cl)c1=O)(C3)C2 | i | -5% | -19 | -2% | -4% | -4.2 | -22% | 1
N#Cc1c2c(c(-n3cnc4ccccc43)n3c1nc1ccccc13)CCC2 | i | 6% | -14 | -1% | 11% | -2.0 | i | -7
Cc1cccc(CN2C(=O)c3ccccc3Sc3ccc(C(=O)O)cc32)c1 | i | -1% | -12 | -23% | -2% | -0.6 | i | -2
Nc1nnc(SCC(=O)Nc2cc(S(=O)(=O)N3CCOCC3)ccc2Cl)s1 | i | 6% | 0 | 3% | 2% | -8.5 | i | 7
CCCn1c(CNC(=O)c2ccccc2)nc2ccccc21 | i | 2% | -79* | -2% | 7% | -1.1 | i | -9
OCCN1CCN(c2ncnc3c2ncn3[C@H]2CN(Cc3ccccc3)C[C@@H](CO)O2)CC1 | i | 0% | 9 | x | -7% | 1.1 | -13% | 2
CN(C)CCN1CCN(C(c2ccnc3ccccc23)c2nnnn2-c2ccc3c(c2)OCCO3)CC1 (stereo not given) | i | 10% | 0 | x | 4% | -1.7 | 5% | -13
CC(=O)c1ccc(NC(=O)c2ccc3c(Cl)c4c(nc3c2)CCCC4)cc1 | i | -5% | 28 | -1% | -4% | -19 | -33% | 8
COc1cc(C(=O)NCCOc2ccccc2)cc(OC)c1OC | i | 17% | -7 | 1% | -8% | -2.1 | -5% | -9
COc1ccc(C(=O)NC(=S)Nc2ccc([N+](=O)[O-])cc2C)cc1OC | i | -3% | 2 | 2% | 5% | -3.1 | 5%[57.5 µM] | 3
Cc1ccc(-c2csc(NC(=O)CSc3nc4ccccc4[nH]3)n2)cc1 | i | 10% | 3 | 0% | -5% | 0.5 | -31%[inhibitor] | 21
CC(C)(OC(=O)c1cccs1)c1cc2ccccc2c(=O)o1 | i | 11% | 0 | 1% | -19% | -0.1 | -2% | 1
COc1cccc(C(=O)OCn2nnc3ccccc3c2=O)c1OC | i | -2% | -27 | 2% | 10% | -3.2 | i | -6
N#C/C(=C/c1ccc(C(=O)O)cc1)C(=O)NCc1ccccc1 | i | 5% | -10 | -2% | -2% | -0.6 | 19%[57.5 µM] | 7
Cc1cccc(N(C)S(=O)(=O)c2csc(C(N)=O)c2)c1 | i | 3% | 4 | 0% | 2% | 0.3 | i | 5
COc1ccc(S(=O)(=O)Nc2nc3c(s2)C(=O)CC(C)(C)C3)cc1 | i | 11% | -2 | 1% | 4% | 1.1 | -23% | -4
O=C(Nc1ccc2nn(-c3ccccc3)nc2c1)c1cccnc1 | i | 5% | 24 | -2% | 5% | -0.3 | -11% | 6
COc1ccccc1CN1CCC(CNS(=O)(=O)c2cc(-c3cc(C)no3)ccc2C)CC1 | i | 0% | -17 | 0% | 4% | -2.5 | i | -3
COc1ccccc1C1CC(c2ccc(Cl)cc2Cl)Nc2nc(N)nn21 (stereo not given) | i | 7% | 10 | 0% | -17% | -3.8 | i | 2
Cc1cc(NC(=O)c2cccc(C(=O)Nc3cc(C)on3)n2)no1 | i | 5% | -24 | 3% | -10% | -2.3 | i | -7
O=C(Nc1ccccc1-c1nc2ccccc2s1)C1=COCCO1 | i | -4% | 30 | -3% | 8% | 1.6 | i | 2
O=C(NC1CCCCCC1)C(Cc1ccccc1)n1cccc1 (stereo not given) | i | 2% | 8 | 1% | -6% | -3.1 | i | 0
Cc1ccc(N(Cc2ccccc2)C(=O)c2cc(S(=O)(=O)N3CCOCC3)ccc2Cl)cc1 | i | 23% | -24 | 1% | -15% | -1.2 | -11% | -20
COC(=O)c1scc(C)c1S(=O)(=O)Nc1ccc(C)cc1 | i | 11% | 5 | 3% | -23% | -0.2 | -29% | -7
O=C1CC(N2CCN(c3ccc(F)cc3)CC2)C(=O)N1c1ccc2c(c1)OCO2 (stereo not given) | i | 7% | 14 | 1% | -4%[57.1 µM] | 1.0 | i | 3
O=[N+]([O-])c1ccccc1S(=O)(=O)N1CCN(CC2CC3C=CC2C3)CC1 (stereo not given) | i | 13% | -22 | -6% | 0% | -0.4 | -17% | -12
CCOC(=O)c1c(C)[nH]c(C)c1S(=O)(=O)N1CCOCC1 | i | 4% | 15 | -5% | 2% | 0.9 | i | -3
O=c1c(Cl)c(NCCO)ncn1-c1ccccc1 | i | -2% | 5 | 1% | 6% | -2.0 | i | 5
Cc1cccc(N=C/C(C(=O)C(F)(F)F)=C(\O)c2ccco2)c1 | i | 19% | 8 | 0% | -11% | 0.6 | -2% | 0
COc1ccc(C(=O)NC(=S)Nc2ccc(Cl)cn2)cc1OC | i | -4% | -2 | 1% | -1% | 0.1 | -32%[inhibitor] | 1
COc1ccc(C2CC(c3cccs3)=NN2C(=O)CSc2nc3ccccc3o2)cc1 (stereo not given) | i | 10% | -1 | -12% | 19% | 0.0 | i | 1
Cc1ccc(S(=O)(=O)Nc2ccc3c(c2)nc(CCN2CCOCC2)n3C)cc1 | i | -4% | -3 | -15% | -7% | -1.0 | i | -7
C[C@@H]1CN([C@H](C)CO)C(=O)CCCn2cc(nn2)CO[C@H]1CN(C)S(=O)(=O)c1cccc(F)c1 | i | 7% | -29 | x | 4% | 0.1 | -14% | 0
CN1CCN(C(=O)c2ccc(C(C)(C)C)cc2)CC1 | x | 2% | 21 | 0% | 1% | -2.7 | -3%[57.5 µM] | -1
OC1(c2ccc(Br)cc2)CCN(Cc2cccc(Br)c2)CC1 | i | 8% | -106* | -4% | -6% | 0.2 | -2% | -17
NC(=NCCc1c[nH]c2ccccc12)NC(=O)c1ccc(Cl)cc1 | i | 14% | -10 | -7% | 2% | -1.5 | -79%[inhibitor] | -8
CCn1c(CSCc2ccc(F)cc2)nnc1SCC(=O)NCc1ccccc1 | x | -84%[15.6 µM] | 0 | 1% | 0% | -0.7 | 0%[57.5 µM] | 0
Oc1ccccc1C(Nc1nccs1)c1ccc2cccnc2c1O (stereo not given) | i | 3% | -8 | -2% | -16% | 0.7 | -18% | 33*
COc1ccc(C(=O)NCC2OCCc3ccccc32)c(O)c1 (stereo not given) | i | -2% | 9 | 0% | 6% | -2.9 | i | -4
O=C(Nc1c(C(=O)N2CCOCC2)oc2ccccc12)c1ccccc1Cl | i | -1% | u | -1% | -8% | 0.7 | u | -1
Cc1ccc(C)c(CSc2ncccc2C(=O)O)c1 | i | 7% | 15 | 2% | 5% | -5.2 | i | -7
COc1ccc(C(C)C)cc1-c1cncc(NC(C)=O)n1 | i | 19% | 4 | x | -6% | -1.9 | i | 5
O=C(Cn1ccc(NC(=O)OCc2ccccc2)nc1=O)NCCN1CCOCC1 | i | 5% | -14 | 1% | 6% | -3.8 | -17% | -6
O=C(NCc1cccnc1)c1nc(-c2ccc(C(F)(F)F)cc2)no1 | i | -3% | -59* | 1% | 0% | -1.3 | -34%[inhibitor] | -4
C=CCNC(=O)C(=O)NCC(c1ccc2c(c1)OCO2)N1CCN(c2ccc(F)cc2)CC1 (stereo not given) | i | 10% | -6 | 0% | 2% | -4.9 | -3% | -12
c1cnc2ccc3c(c2c1)COCO3 | i | 5% | -5 | x | 0% | 0.1 | -17% | -11
O=C(COC(=O)c1cccc(S(=O)(=O)NCc2ccccc2)c1)NCC1CCCO1 (stereo not given) | i | 5% | -1 | -2% | 0% | -2.1 | i | 0
CC(C)n1c(NCCc2ccccc2)nc2c1c(=O)n(C)c(=O)n2C | i | 5% | 6 | 1% | 6% | 0.4 | i | 16
CC(=O)OCCN(Cc1ccccc1)Cc1ccc2c(c1)OCO2 | x | 7% | -15 | -1% | 8% | -1.5 | -45%[inhibitor][57.5 µM] | -29
CC(NC(=O)CCc1nnc(-c2ccc(-c3ccccc3)cc2)o1)c1nccs1 (stereo not given) | i | -5% | -13 | 1% | -1% | -0.3 | -11% | 17
Cc1cccc(OCC(=O)Nc2ccccc2-c2ccccc2)c1 | i | 9% | 4 | -2% | -8% | 0.8 | -10% | -3
COc1ccc(/C=C/C(=O)NC(=S)NCc2ccccc2)cc1OC | i | 4% | 2 | -2% | -9% | -1.0 | i | 4
Cc1ccsc1C(=O)OCC(=O)Nc1cccc(S(=O)(=O)N2CCCCC2)c1 | i | 11% | 14 | x | 6% | -0.3 | -32%[inhibitor] | 2
O=C(Cc1ccc(S(=O)(=O)N2CCCCC2)s1)Nc1ccc(F)cc1F | i | -3% | -7 | -2% | 5% | -0.9 | -19% | 4
CCOc1ccccc1NS(=O)(=O)c1cn(C)nc1C | i | -1% | 10 | 0% | 5% | 0.6 | i | 10

# Compound activity as filed in PubChem.
